# GLS inhibitor: qHTS for Inhibitors of Glutaminase (GLS) | Glutaminase kidney isoform, mitochondrial (Homo sapiens), O94925 | GLS enzymatic activity, qHTS titration | Potency, µM (doses to about 45.5 µM), inactives show at the top dose activity change, negative = inhibition, most hits filed as inhibitors | 410,000 tested, 0.21% active; note: potency is the fitted concentration of half-maximal effect; % is set by controls: 0 for no effect and ±100 for the full control effect
#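 Enzyme dispensed in phosphate buffer (45 mM, pH 8.2, 0.02% Tween-20), compounds pinned in, then 1 mM L-glutamine solution and the glutamate oxidase–HRP–Amplex Red mix added; fluorescence read immediately and again after 30 min at room temperature.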
# RGS4 inh: Inhibitors of Regulator of G Protein Signaling (RGS) 4: qHTS | Regulator of G-protein signaling 4 (Homo sapiens), P49798 | 390,000 tested, 0.039% active | Potency, µM (titrated, usually from 114 µM), for inactives: at the top dose activity change, negative = inhibition, usual class: inhibitors | Transcreener GDP fluorescence polarization, RGS4-accelerated GTP hydrolysis; note: potency is the fitted concentration of half-maximal effect; % is set by controls: 0 for no effect and ±100 for the full control effect; nearly all actives have a fitted effect of over 75% in size; some results filed as inactive show a strong effect at the top dose
# Target sequence (P49798 whole entry, looked up): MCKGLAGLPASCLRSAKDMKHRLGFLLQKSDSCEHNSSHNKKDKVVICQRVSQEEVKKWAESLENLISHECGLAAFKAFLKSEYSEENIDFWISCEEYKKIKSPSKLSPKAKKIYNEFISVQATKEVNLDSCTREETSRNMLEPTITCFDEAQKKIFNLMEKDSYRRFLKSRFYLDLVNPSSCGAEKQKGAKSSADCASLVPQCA
#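 MLSMR compounds (23 nl, pin-transferred) preincubated 10 min at room temperature with a 500nM (2x) first reagent, then RGS4 at 900nM (2x) plus Transcreener GDP mix added; fluorescence polarization (620/688 nm) read before and after 90 min at 30 °C.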
# 12-LOX inh: Primary qHTS assay for inhibitors of human arachidonate 12S-lipoxygenase (ALOX12): Round 2; Polyunsaturated fatty acid lipoxygenase ALOX12 (Homo sapiens), P18054; purified 12hLO, xylenol orange hydroperoxide absorbance; Potency, µM (series often up to 108 µM), without a hit: at the highest dose activity change, negative = inhibition, hits mostly inhibitors; 580,000 tested, 1.1% active; note: potency is the fitted concentration of half-maximal effect; % is set by controls: 0 for no effect and ±100 for the full control effect
#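 Purified human 12hLO (150 nM final) in 25 mM Hepes, 0.01% Triton X-100, pH 7.0 was preincubated 15 min at room temperature with compound. Then 40 uM arachidonic acid was added, 30 min. Hydroperoxide was read by Fe-XO absorbance ratio 573/405 nm.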
# BAZ2B inh: qHTS Assay for Inhibitors of BAZ2B; Bromodomain adjacent to zinc finger domain protein 2B (Homo sapiens), Q9UIF8; AlphaScreen BAZ2B-H3K14Ac peptide displacement; Potency, µM (highest dose often 114 µM), without a hit: at the top dose activity change, negative = inhibition, most hits filed as inhibitors; 360,000 tested, 4.4% active; note: potency is the fitted concentration of half-maximal effect; % is set by controls: 0 for no effect and ±100 for the full control effect; nearly all actives have a fitted effect of over 60% in size
#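 BAZ2B (50 nM) with biotin-H3(5-23)K14Ac peptide (50 nM) in PBS pH 7.4, 0.01% Tween-20, preformed 30 min, then compound 30 min at room temperature; top concentration 110uM. AlphaScreen streptavidin donor/nickel chelate acceptor beads (10 ug/mL final), 20 min dark, signal read.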
# JMJD2A Tudor inh: qHTS Assay for Inhibitors of JMJD2A-Tudor Domain; Lysine-specific demethylase 4A (Homo sapiens), O75164; AlphaScreen JMJD2A-Tudor / H3K4me3 peptide binding; Potency, µM (top dose mostly 114 µM), inactives show top-dose activity change, negative = inhibition, most hits filed as inhibitors; 390,000 tested, 4.4% active; note: potency is the fitted concentration of half-maximal effect; % is set by controls: 0 for no effect and ±100 for the full control effect; nearly all actives have a fitted effect of over 50% in size
# PI4K2A block: qHTS for small molecular inhibitors of PI4K2A | purified PI4K2A, ADP-Glo luminescence, 1 h; hits give low values | AID 1346378, 2018 | 420,000 tested, 0.13% active | activity change, negative = inhibition, % at 76.9 µM; in the data active = activity change below about -50%; inconclusive = mostly about -30% to -49%;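 note: -100% = wells without enzyme as full effect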
# Target sequence (Q9BTU6 whole entry, looked up): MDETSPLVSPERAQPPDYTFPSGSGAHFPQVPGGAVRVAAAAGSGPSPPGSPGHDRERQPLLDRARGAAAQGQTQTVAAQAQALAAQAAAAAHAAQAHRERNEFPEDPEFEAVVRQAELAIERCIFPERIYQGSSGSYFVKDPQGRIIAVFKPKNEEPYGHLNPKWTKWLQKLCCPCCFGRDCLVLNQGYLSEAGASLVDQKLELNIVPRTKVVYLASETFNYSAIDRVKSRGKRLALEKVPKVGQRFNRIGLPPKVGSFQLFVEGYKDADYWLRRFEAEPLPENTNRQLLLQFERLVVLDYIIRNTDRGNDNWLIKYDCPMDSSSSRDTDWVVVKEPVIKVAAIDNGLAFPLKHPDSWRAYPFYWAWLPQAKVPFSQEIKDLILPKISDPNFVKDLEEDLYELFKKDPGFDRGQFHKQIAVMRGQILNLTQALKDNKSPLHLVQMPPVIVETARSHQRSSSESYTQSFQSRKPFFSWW
#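 Compounds are screened against recombinant PI4K2A using PI as substrate and ATP, the latter dispensed at 300 microM. Reactions run one hour at ambient temperature before ADP-Glo detection; full inhibition defined by wells lacking enzyme.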
# G9a block: qHTS Assay for Inhibitors of Histone Lysine Methyltransferase G9a | G9a H3K9 monomethylation, AlphaScreen, 2 h | 350,000 tested, 8.8% active | AID 504332, 2011 | Potency, µM (titrated, usually from 102 µM), for the others: at the highest dose activity, negative = inhibition, most hits filed as inhibitors; note: potency is the fitted concentration of half-maximal effect; % is set by controls: 0 for no effect and ±100 for the full control effect; nearly all actives have a fitted effect of over 75% in size
#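 AlphaScreen read-out: biotin-H3K9 peptide (500 nM) methylation by 20 nM enzyme with 20 uM SAM, 2 h at room temperature after 15 min compound preincubation; anti-monomethyl H3K9 antibody plus donor/acceptor beads, 10 min dark.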
# ERG Ets-DNA blk: qHTS for Small Molecule Inhibitors of the ERG Ets/DNA interaction; Transcriptional regulator ERG (Homo sapiens), P11308; fluorescence polarization, His-ERG Ets domain / labelled DNA; Potency, µM (series often up to 76.9 µM), for inactives: top-dose FP activity, negative = inhibition, most hits filed as inhibitors; 370,000 tested, 0.028% active; AID 624246, 2012; active = well fitted inhibition curve with a large enough effect in the polarisation, with a control signal flat; inconclusive = small, poorly fitted or top-dose-only effect, or effect the other way, or a change in a side signal; inactive = no such curve, though single readings can be large or run the other way; the % refers to the polarisation;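 note: polarization taken with two DNA probes labelled with fluorescein and Texas red; potency is the fitted concentration of half-maximal effect; % of control where 0% means no effect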
#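 His-tagged ERG Ets domain (1 uM in the protein solution; 300mM KCl, 50mM Tris-HCl, 1mM EDTA, 1mM DTT, pH 7.5) received compound, then a probe mix of 5 nM fluorescein-DNA and 100nM Texas-615-DNA. Fluorescence polarization was read for both dyes.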
# HP1b chromo inh: HTS for Inhibitors of HP1-beta Chromodomain Interactions with Methylated Histone Tails; Chromobox protein homolog 1 (Homo sapiens), P83916; AlphaScreen HP1-beta / biotin-H3K9me3 peptide binding; Potency, µM (series often up to 114 µM), for the others: top-dose activity change, negative = inhibition, most hits filed as inhibitors; 390,000 tested, 0.56% active; note: potency is the fitted concentration of half-maximal effect; nearly all actives have a fitted effect of over 70% in size; inactives centre near 23
# Target sequence (P83916 whole entry, looked up): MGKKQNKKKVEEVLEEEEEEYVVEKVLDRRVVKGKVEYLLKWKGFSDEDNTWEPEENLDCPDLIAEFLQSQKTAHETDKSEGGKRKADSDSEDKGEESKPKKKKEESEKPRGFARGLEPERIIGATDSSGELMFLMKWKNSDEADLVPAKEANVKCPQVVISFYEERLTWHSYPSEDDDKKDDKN
#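 Compound inhibition of the preformed complex between 50 nM HP1-beta and 50 nM biotinylated H3K9me3 peptide was read by AlphaScreen. Buffer was PBS pH 7.4 with 0.01% Tween-20. Incubations ran 30 min at room temperature, with 10 ug/mL donor/acceptor beads.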
# Starred values were filed as active, the others as inactive; ? = inconclusive; / = no result given; [ ] = remark or other dose. Unless noted, calls come from the whole dose curve; as a rule, active = well fitted curve in the direction sought with a large enough effect; inconclusive = small, poorly fitted or top-dose-only effect, or another doubt; inactive = no such curve, though single readings can be large; an effect the other way counts as inactive or inconclusive. An excerpt; rates above refer to the full screens.
SMILES,GLS inhibitor,RGS4 inh,12-LOX inh,BAZ2B inh,JMJD2A Tudor inh,PI4K2A block,G9a block,ERG Ets-DNA blk,HP1b chromo inh
CC(=O)C[C@@H](O)CC(=O)[C@@H]1OC(=O)[C@@H](C)C/C=C\Cc2ccccc21,3%,12%,-14%,/,-19%,-3,/,-6%,44%[activator]
CC(=O)c1c(C)[nH]c(C(=O)CSc2nc3ccc(C)cc3[nH]2)c1C,2%,-37%,?,-10%,?,13,?,5%,-8%
Cc1onc(-c2c(F)cccc2Cl)c1C(=O)NNC(=O)C1CCN(Cc2cccc(F)c2)CC1,4%,4%,2%,3%,-20%,-8,13%[59 µM],0%,9%
Cc1ccc(CNC(=O)c2cc(=O)c3cc(C)c(C)cc3o2)cc1,-2%,9%,-9%,-8%,-17%,2,5%[59 µM],-1%,31%
COc1cccc(CC(NC(C)=O)C(=O)NC2CCN(c3nnnn3-c3ccccc3)CC2)c1 (stereo not drawn),-1%,-10%,0%,-30%,-5%,-1,13%[0.501 µM],0%,22%
CCOC(=O)Cc1c(C)nc(Cc2ccc(OC(C)C)cc2)[nH]c1=O,-23%,-3%,1%,-5%,-2%,-12,7%,-2%,30%
CCOc1ccc(NC(=O)COc2ccc(C(=O)NCCc3ccccc3)cc2)cc1,2%,-34%,1%,-2%,-11%,1,?,2%,-2%
Cc1nn(C)c(C)c1CCNC(=O)Nc1cccc(Cl)c1C,3%,-9%,0%,4%,5%,-1,29%[59 µM],2%,36%
C#CCOCCOCCOCCNc1nc(N2CCN(C(=O)[C@H](CCC(=O)O)n3cc(C(N)Cc4ccc(O)cc4)nn3)CC2)nc(N2CCN(C(=O)[C@H](CCC(=O)O)n3cc(C(N)[C@H](C)CC)nn3)CC2)n1 (stereo partly drawn),24%,-7%,/,40µM*,25µM*,-4,-127%[59 µM],-9%,21%
Cc1ccc(OCC(=O)OCc2cc(=O)n3ccsc3n2)cc1C,5%,-12%,-5%,1%,5%,-14,4%[59 µM],2%,28%
CCC1CCCCN1CCNS(=O)(=O)c1ccc2c(c1)oc(=O)n2C (stereo not drawn),-4%,-5%,26%,-2%,1%,-4,16%[59 µM],-6%,39%
CC1(C)C(c2ccccc2)=[N+]([O-])CN1O,29%,-2%,-25%,23%,1%,-2,20%[59 µM],4%,31%
Cc1ccc(CNC(=O)Cc2csc3ccccc23)cc1,4%,-33%,?,-9%,-16%,-2,10%[59 µM],-3%,40%[activator]
CSc1nc2ccc(S(=O)(=O)NC3CCCCC3)cc2s1,-5%,-37%,?,6%,-10%,-3,9%[59 µM],41%[activator],36%[activator]
COc1ccc(O)c(C(=O)c2cnn(C(=O)c3cccc(S(=O)(=O)N4CCOCC4)c3)c2)c1,5%,3%,6%,4%,-27%,2,-37%,-1%,15%
COc1ccc(C(NC(=O)c2ccc(F)cc2)c2ccccc2)cc1 (stereo not drawn),3%,-3%,-2%,4%,-2%,4,-32%,-9%,17%
Cc1cc(C)n(-c2nc(NCCN(C)C)c3c4c(sc3n2)COC(C)(C)C4)n1,0%,11%,138%[activator],-6%,-25%,-2,19%[12.7 µM],1%,29%
CCN1CCN(S(=O)(=O)c2ccc3ccccc3c2)CC1,-2%,-11%,?,5%,-10%,0,-19%,3%,25%
COc1ccc(CC(=O)N2CCN(c3ccccc3)CC2)cc1,-2%,8%,?,-22%,-1%,1,7%,3%,36%
OCCC1CN(Cc2ccc3ncccc3c2)CCN1Cc1ccccc1 (stereo not drawn),9%,9%,30%[activator],-9%,-20%,4,-1%,2%,27%
Cc1cc(Br)cc(C)c1OCC(=O)Nc1ccc(S(=O)(=O)Nc2ncccn2)cc1,3%,-7%,-15%,-8%,-19%,-13,-45%[59 µM],-4%,10%
CCc1cc2cc3c(cc2nc1SCC(=O)N1CCN(C(=O)c2ccco2)CC1)OCO3,-2%,-15%,0%,-5%,?,2,-19%,-11%,3%
Cc1cc(S(=O)(=O)N(Cc2ccc(F)cc2)CC2CCCO2)ccc1-n1cnnn1 (stereo not drawn),1%,-2%,0%[57.4 µM],20%,-17%,1,11%,/,14%
CS(=O)(=O)NCCNc1cc(Cl)ccc1[N+](=O)[O-],-1%,-11%,-9%,-24%,-22%,-13,-11%,13%,-1%
Cn1c(C(=O)Nc2ccc(Cl)cc2)cc2cc(Cl)ccc21,-2%,-33%,18µM*,-9%,-20%,-5,45%,6%,57%[activator]
Cc1ccc(NCc2n[nH]c(=S)n2-c2cccc(Cl)c2)cc1,-10%,?,?,-38%,?,0,?,2%,-5%
Cc1ccc(C(=O)N2CCN(c3ccc([N+](=O)[O-])c(N4CCOCC4)c3)CC2)cc1,17%,-2%,?,-33%,-17%,-8,-4%[59 µM],19%,3%
O=C(CN1CCN(c2ccccc2F)CC1)NCc1ccccc1,1%,-36%,12%,-4%,-14%,4,/,-3%,22%
COc1cc2c(cc1NC(=O)c1cccc([N+](=O)[O-])c1C)oc1ccccc12,-2%,-47%,22%,-21%,-12%,0,0%,14%,-1%
CCc1nc(C)cn1S(=O)(=O)c1ccc(Br)cc1,-5%,-13%,10%,-25%,-12%,-1,-7%[59 µM],2%,53%[activator]
CCCCSc1nc2c(=O)[nH][nH]c(=O)c2n1Cc1ccccc1,30%,-20%,?,9%,-14%,7,-11%[59 µM],4%,10%
O=C(N/N=C/c1ccc(OCc2ccccc2)cc1)c1ccncc1,-9%,-20%,-1%,-18%,-9%,2,-17%,-14%,72%[activator]
O=C(NNC(=O)c1ccccc1[N+](=O)[O-])Nc1ccccc1C(F)(F)F,30%,19%,249%[activator],-1%,1%,-2,-23%,-7%,56%[activator]
Cc1ccccc1NC(=O)Cn1c(=O)n(CCCC(=O)NCc2ccc3c(c2)OCO3)c(=O)c2ccccc21,3%,12%,-2%,2%,1%,-9,5%[59 µM],7%,31%
Cc1ccc(C(=O)N2CC(C)OC(C)C2)cc1[N+](=O)[O-] (stereo not drawn),0%,24%,-11%,-5%,-11%,1,/,-3%,10%
CN1CCC(NC(=O)NC2CCCCC2)CC1,-17%,36%,4%,-1%,-4%,0,-46%,3%,22%

# The closing three compounds of the part above lead into the next:
SMILES,GLS inhibitor,RGS4 inh,12-LOX inh,BAZ2B inh,JMJD2A Tudor inh,PI4K2A block,G9a block,ERG Ets-DNA blk,HP1b chromo inh
Cc1ccccc1NC(=O)Cn1c(=O)n(CCCC(=O)NCc2ccc3c(c2)OCO3)c(=O)c2ccccc21,3%,12%,-2%,2%,1%,-9,5%[59 µM],7%,31%
Cc1ccc(C(=O)N2CC(C)OC(C)C2)cc1[N+](=O)[O-] (stereo not drawn),0%,24%,-11%,-5%,-11%,1,/,-3%,10%
CN1CCC(NC(=O)NC2CCCCC2)CC1,-17%,36%,4%,-1%,-4%,0,-46%,3%,22%
Cc1ccc(-c2cn(CCC(=O)O)c(-c3ccc(Cl)nc3)n2)cc1,-5%,9%,?,-5%,-23%,0,18%[2.33 µM],3%,22%
CCOc1ccc(Cn2nnc(C(=O)Nc3ccc(OC)cc3OC)c2N)cc1,1%,-3%,11%[57.4 µM],12%,-18%,2,9%[59 µM],3%,26%
CCN(CC(=O)Nc1ccccc1OC)C(=O)CSCc1c(C)noc1C,-1%,-1%,-6%,-7%,?,3,/,6%,13%
O=C(Nc1ccc(C(O)(C(F)(F)F)C(F)(F)F)cc1)c1ccc(Cl)c([N+](=O)[O-])c1,5%,-13%,?,?,?,-2,-2%[12.7 µM],1%,5%
Cc1ccc(-c2ccc(/C=N/NC(=O)CN3CCCC3)o2)cc1Cl,2%,-19%,28%,?,?,-1,-40%[59 µM],9%,0%
Cc1cccc(-n2c(SCC(=O)Nc3nonc3C)nnc2-c2ccoc2C)c1,14%,17%,0%[57.4 µM],-37%,-26%,4,-31%[59 µM],-17%,4%
COc1cc(C)c(S(=O)(=O)NCc2cccs2)cc1C,8%,11%,161%[activator],-23%,-17%,3,-30%[59 µM],3%,39%[activator]
CC(C)CNC(=S)Nc1ccc(S(N)(=O)=O)cc1,17%,-2%,?,-4%,-12%,2,40µM*,-4%,-17%
CCn1nc(C)c(NC(=O)Nc2cccc(Cl)c2Cl)c1C,8%,-7%,-17%,-35%,-8%,0,-38%,2%,18%
Cc1cccc(-c2nc(CS(=O)CC(=O)NCCc3ccc(Cl)cc3)c(C)o2)c1 (stereo not drawn),3%,6%[11.4 µM],-22%,-14%,-23%,2,-14%,8%,35%

# Screening data deposited in PubChem by National Center for Advancing Translational Sciences (NCATS).
